ATG4B inh = ATG4B protease inhibitors, primary screen, biochemical, fluorescence, uHTS; ATG4B cleavage of LC3-PLA2, NBD-HPC fluorescence, 1 h; inhibition, % at 8.33 µM; Cysteine protease ATG4B (Homo sapiens), Q9Y4P1; hit rate 0.51% among 340,000; in the data active means inhibition above about 40%
Target sequence (Q9Y4P1 whole entry, looked up): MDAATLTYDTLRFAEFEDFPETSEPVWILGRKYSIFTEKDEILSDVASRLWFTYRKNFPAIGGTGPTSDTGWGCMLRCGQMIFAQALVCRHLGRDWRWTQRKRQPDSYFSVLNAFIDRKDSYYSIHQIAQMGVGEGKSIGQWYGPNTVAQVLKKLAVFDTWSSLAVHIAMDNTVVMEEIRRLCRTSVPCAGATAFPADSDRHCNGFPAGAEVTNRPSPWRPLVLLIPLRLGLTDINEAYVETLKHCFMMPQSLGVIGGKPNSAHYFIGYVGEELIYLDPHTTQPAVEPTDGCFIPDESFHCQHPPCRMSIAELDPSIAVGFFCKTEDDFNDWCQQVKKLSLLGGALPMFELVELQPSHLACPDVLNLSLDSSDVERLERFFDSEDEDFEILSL
Starred values were filed as active, the others as inactive.

The first 16 compounds, ahead of the listing:
What do the screens show for `Nc1cc2c(cc1Cl)-c1ccccc1C2=NO`?
ATG4B inh: 0

How did COC(=O)C(Cc1cccc(C)n1)(c1ccccc1)c1ccccc1 do in these assays?
ATG4B inh: -11

Results for O=C(c1ccccc1)C(CCc1ccccn1)CCc1ccccn1 ?
ATG4B inh: -4

What do the screens show for `Nc1ccc2ncccc2c1N`?
ATG4B inh: 12

What do the screens show for `CC(C)(C)N=C1NN=C(c2cc3ccccc3o2)CS1`?
ATG4B inh: -7

Results for Cn1cc(C2OC(=O)c3ccccc32)c2ccccc21 (stereo not drawn) ?
ATG4B inh: -8

How did O=C(NC1CC1(c1ccccc1)c1ccccc1)c1ccccc1 (stereo not drawn) do in these assays?
ATG4B inh: 7

Results for O=C(NNc1ccccc1)c1ccccc1 ?
ATG4B inh: -6

What do the screens show for `O=C(CC1Sc2ccccc2NC1=O)NNc1cccc(Cl)c1Cl` (stereo not drawn)?
ATG4B inh: -3

How did O=C(O)c1ccccc1C(=O)N1CCN(c2ncccn2)CC1 do in these assays?
ATG4B inh: 4

What do the screens show for `Nc1ccc2ccccc2c1N=Nc1ccccc1`?
ATG4B inh: 11

Results for Cc1ccc2nc(N3CC(=O)Nc4ccccc43)nc(-c3ccccc3)c2c1 ?
ATG4B inh: -13

What do the screens show for `Cc1ccc(S(=O)(=O)N(C)c2ccc(OCC(=O)Nc3ccc(S(C)(=O)=O)cc3)cc2)cc1`?
ATG4B inh: -15

What do the screens show for `COC(=O)c1nn(-c2ccccc2)c(Sc2ccc(C)cc2)c1/C=N/O`?
ATG4B inh: -16

How did O=C(Nc1ccn(CCCN(CCCn2ccc(NC(=O)OCc3ccccc3)nc2=O)CCc2cc3ccccc3[nH]2)c(=O)n1)OCc1ccccc1 do in these assays?
ATG4B inh: -9

Results for Cc1cc(C)cc(C(=O)NCC(=O)NCc2ccc(S(N)(=O)=O)cc2)c1 ?
ATG4B inh: -1

All compounds of this part, from the first entry:
What do the screens show for `Nc1cc2c(cc1Cl)-c1ccccc1C2=NO`?
ATG4B inh: 0

How did COC(=O)C(Cc1cccc(C)n1)(c1ccccc1)c1ccccc1 do in these assays?
ATG4B inh: -11

Results for O=C(c1ccccc1)C(CCc1ccccn1)CCc1ccccn1 ?
ATG4B inh: -4

What do the screens show for `Nc1ccc2ncccc2c1N`?
ATG4B inh: 12

What do the screens show for `CC(C)(C)N=C1NN=C(c2cc3ccccc3o2)CS1`?
ATG4B inh: -7

Results for Cn1cc(C2OC(=O)c3ccccc32)c2ccccc21 (stereo not drawn) ?
ATG4B inh: -8

How did O=C(NC1CC1(c1ccccc1)c1ccccc1)c1ccccc1 (stereo not drawn) do in these assays?
ATG4B inh: 7

Results for O=C(NNc1ccccc1)c1ccccc1 ?
ATG4B inh: -6

What do the screens show for `O=C(CC1Sc2ccccc2NC1=O)NNc1cccc(Cl)c1Cl` (stereo not drawn)?
ATG4B inh: -3

How did O=C(O)c1ccccc1C(=O)N1CCN(c2ncccn2)CC1 do in these assays?
ATG4B inh: 4

What do the screens show for `Nc1ccc2ccccc2c1N=Nc1ccccc1`?
ATG4B inh: 11

Results for Cc1ccc2nc(N3CC(=O)Nc4ccccc43)nc(-c3ccccc3)c2c1 ?
ATG4B inh: -13

What do the screens show for `Cc1ccc(S(=O)(=O)N(C)c2ccc(OCC(=O)Nc3ccc(S(C)(=O)=O)cc3)cc2)cc1`?
ATG4B inh: -15

What do the screens show for `COC(=O)c1nn(-c2ccccc2)c(Sc2ccc(C)cc2)c1/C=N/O`?
ATG4B inh: -16

How did O=C(Nc1ccn(CCCN(CCCn2ccc(NC(=O)OCc3ccccc3)nc2=O)CCc2cc3ccccc3[nH]2)c(=O)n1)OCc1ccccc1 do in these assays?
ATG4B inh: -9

Results for Cc1cc(C)cc(C(=O)NCC(=O)NCc2ccc(S(N)(=O)=O)cc2)c1 ?
ATG4B inh: -1

How did C=CCn1c(=S)[nH]c2scc(-c3cccs3)c2c1=O do in these assays?
ATG4B inh: 1

How did Cc1cccc(C2C3=C(Nc4[nH]n(-c5ccccc5)c(=O)c42)c2ccccc2C3=O)c1 (stereo not drawn) do in these assays?
ATG4B inh: -3

Results for CC(C)(C)OC(=O)N1CCCC(C(=O)Nc2ccc(C(=O)NC3CC3)cc2)C1 (stereo not drawn) ?
ATG4B inh: -5

How did O=C1C2C3c4ccccc4C(c4ccccc43)C2C(=O)N1c1ccncc1 (stereo not drawn) do in these assays?
ATG4B inh: 0

What do the screens show for `Cn1c(-c2ccccc2)c(C(=O)CCl)c2ccccc21`?
ATG4B inh: 11

How did COc1ccc(-c2c(C)nc3c(-c4ccccn4)cnn3c2N)cc1 do in these assays?
ATG4B inh: -4

How did N/C(=N\OS(=O)(=O)c1ccc2ccccc2c1)c1ccccn1 do in these assays?
ATG4B inh: 4

How did CC(=O)OCC1OC(COC(C)=O)(c2ccc(C)cc2)C(OC(C)=O)C1OC(C)=O (stereo not drawn) do in these assays?
ATG4B inh: -5

Results for Cc1ccc(NC2CNC(=O)NC2=O)cc1C (stereo not drawn) ?
ATG4B inh: 1

What do the screens show for `NCC1OC(n2cnc3c(N)ncnc32)CC1O` (stereo not drawn)?
ATG4B inh: 2

How did O=C(NCc1ccc2c3c(cccc13)C(=O)N2)c1cccs1 do in these assays?
ATG4B inh: -11

How did COc1ccc(Oc2c(OC)cc([N+](=O)[O-])c3ncccc23)cc1 do in these assays?
ATG4B inh: -3

What do the screens show for `O=c1c2c3c(sc2nc2sc(CN4CCOCC4)cn12)CCCC3`?
ATG4B inh: -14

Results for COc1ccc(C2C(=O)NN=C2C)cc1 (stereo not drawn) ?
ATG4B inh: 6

How did CCOC(=O)C(Cc1ccc(O)c([N+](=O)[O-])c1)N1C(=O)c2ccccc2C1=O (stereo not drawn) do in these assays?
ATG4B inh: 2

Results for CN(C)c1ccc(N=Nc2ccccc2C(=O)OCC(=O)Nc2ccccc2C(F)(F)F)cc1 ?
ATG4B inh: 14

How did Cc1nn(S(=O)(=O)c2ccc(Cl)cc2)c(C)c1Sc1ccc([N+](=O)[O-])cc1 do in these assays?
ATG4B inh: -8

What do the screens show for `CON(C)S(=O)(=O)c1cccc(C(=O)Nc2cccc(S(=O)(=O)NC3=NCCCCC3)c2)c1`?
ATG4B inh: -39

Results for CC1CC(C)C[N+](=C2C=C(N3CCCC3)CC(C)(C)C2)C1 (stereo not drawn) ?
ATG4B inh: -2

How did Nc1ccc2c(c1)Cc1cc(Cl)c(Cl)cc1-2 do in these assays?
ATG4B inh: 5

Results for CC(C)Nc1ncnc2[nH]ncc12 ?
ATG4B inh: 2

How did O=C(Nc1ccccc1)C(CCCCN1C(=O)c2ccccc2C1=O)N1C(=O)c2ccccc2C1=O (stereo not drawn) do in these assays?
ATG4B inh: 2

What do the screens show for `O=C(NNC(=S)Nc1ccc(C(=O)O)c(O)c1)c1ccncc1`?
ATG4B inh: -8

Results for CN(C)c1ccc(C=C2C=CC=C2)cc1 ?
ATG4B inh: 8

What do the screens show for `CCN=C1S/C(=C\c2cc(OCC)c(O)cc2Br)C(=O)N1CC`?
ATG4B inh: 10

Results for Cc1ccc2nc(NC3=NCN(Cc4cccnc4)CN3)nc(C)c2c1 ?
ATG4B inh: 0

How did COc1ccc(CCn2c(=N)c(C(=O)NCc3ccco3)cc3c(=O)n4ccccc4nc32)cc1OC do in these assays?
ATG4B inh: 4

How did COc1ccccc1CN1CCNC(=O)C1CC(=O)N(C)Cc1cnccn1 (stereo not drawn) do in these assays?
ATG4B inh: -9

Results for C#CCOCCOCCOCCNc1nc(N2CCOCC2)nc(N2CCN(C(=O)Cn3cc(CCCCN)nn3)CC2)n1 ?
ATG4B inh: -6

What do the screens show for `Cc1ccccc1S(=O)(=O)N1C[C@H]2CON(C)[C@H]2C[C@H]1c1cccc(N2CCOCC2)c1`?
ATG4B inh: 7

How did CCc1sc(/C=C(/C#N)C(N)=S)cc1[N+](=O)[O-] do in these assays?
ATG4B inh: 18

Results for Cc1cccc(-c2ccc3c(c2)C2CC3CCN2C)c1 (stereo not drawn) ?
ATG4B inh: 2

What do the screens show for `O=C(CNC(=O)OCc1ccccc1)NC1(C(=O)O)CCCC1`?
ATG4B inh: 2

What do the screens show for `CC(=O)Nc1ccc(Nc2nc3ccccc3nc2NS(=O)(=O)c2ccc(Cl)c([N+](=O)[O-])c2)cc1`?
ATG4B inh: 2

How did Nc1ncnc2c1ncn2C1CCCC(CO)O1 (stereo not drawn) do in these assays?
ATG4B inh: 3

How did Oc1c(CN2CCOCC2)cc(COCc2ccccc2)c2cccnc12 do in these assays?
ATG4B inh: -1

What do the screens show for `CC(=O)c1ccc(N2CCN(C(=O)c3ccccc3SCC(=O)NCc3ccco3)CC2)c(F)c1`?
ATG4B inh: -14

What do the screens show for `COc1ccc(-n2c(=S)[nH]c3cc(C(=O)Nc4ccc(OC)c(OC)c4)ccc3c2=O)cc1`?
ATG4B inh: -1

What do the screens show for `O=C1C2CCCCN2C(=O)N1CCCN1CCN(c2cccc(C(F)(F)F)c2)CC1` (stereo not drawn)?
ATG4B inh: 4

Results for S=C(NCc1cccs1)NCC1CCCO1 (stereo not drawn) ?
ATG4B inh: 16

Results for COc1cc(NC(=S)NN2CCOCC2)cc(OC)c1 ?
ATG4B inh: 0

Results for CCN1CCN(c2ccc(S(=O)(=O)N3CCOCC3)cc2NC(=O)C2CCC(C(C)(C)C)CC2)CC1 (stereo not drawn) ?
ATG4B inh: -5

How did S=c1[nH]nc(-c2ccccc2)n1/N=C/c1ccc(Cl)cc1 do in these assays?
ATG4B inh: 4

What do the screens show for `O=C1NC(=O)C(=Cc2ccccc2)N1`?
ATG4B inh: 10

What do the screens show for `Cn1c(=O)c2[nH]c(SCCN3CCOCC3)nc2n(C)c1=S`?
ATG4B inh: 3

What do the screens show for `Cc1cccc(-c2nnc(-c3cccc4ccccc34)o2)c1`?
ATG4B inh: -5

Results for Cc1ccc(S(=O)(=O)Cc2cn3cccnc3n2)cc1 ?
ATG4B inh: -6

How did Cc1ccc(S(=O)(=O)N2CCN(C(=O)COC(=O)COc3ccc(Cl)cc3)CC2)c(C)c1 do in these assays?
ATG4B inh: -34

Results for O=C(O)CCCC(=O)N1N=C(c2c(-c3ccccc3)c3cc(Cl)ccc3[nH]c2=O)CC1c1cccs1 (stereo not drawn) ?
ATG4B inh: -3

What do the screens show for `O=S(=O)(c1ccccc1)N1CCN(Cc2ccccc2)c2ccccc21`?
ATG4B inh: 9

How did CC1=CC(C)(C)NC(=S)N1c1ccc(N(C)C)cc1 do in these assays?
ATG4B inh: -5

How did O=[N+]([O-])c1ccc(C2=NN(c3ccccc3)C(c3ccco3)C2)cc1 (stereo not drawn) do in these assays?
ATG4B inh: 5

What do the screens show for `Cc1c(O)c2c3c(cccc3c1O)C(=O)N(c1ccccc1)C2=O`?
ATG4B inh: -11

Results for C/C(=N\Nc1ccc([N+](=O)[O-])cc1)c1ccc(N)cc1 ?
ATG4B inh: 5

Results for Cn1c(=O)[nH]c2c(c1=O)CCO2 ?
ATG4B inh: 0

Results for O=C(Cc1nc2ccccc2[nH]c1=O)c1ccccc1 ?
ATG4B inh: -9

How did O=c1cc(C=NNc2ccc([N+](=O)[O-])cc2)[nH]c(=O)[nH]1 do in these assays?
ATG4B inh: 0

What do the screens show for `CCCCCc1ccc(OCCOCCn2c[n+](C)c3ccccc32)c(CCCCC)c1`?
ATG4B inh: 17

How did C[C@](N)(Cc1ccc(O)c(O)c1)C(=O)O do in these assays?
ATG4B inh: -9

Results for CCCn1c(=C(C#N)C#N)s/c(=C2\C=Cc3ccccc3N2CC)c1=O ?
ATG4B inh: 0

How did Cc1c(C(=O)OC(C)C)sc(NC(=O)c2cnccn2)c1C(=O)OC(C)C do in these assays?
ATG4B inh: 11

What do the screens show for `COCCNc1nnc(SCC(=O)c2c[nH]c3ccccc23)s1`?
ATG4B inh: 0

How did S=C(c1cccs1)N1CCN(c2ccccc2)CC1 do in these assays?
ATG4B inh: 7

Results for NC(=O)c1cnccc1C=Cc1ccccc1 ?
ATG4B inh: -15

Results for Cc1cc(C)cc(OCC(=O)NNC(=O)CN2C(=O)c3ccccc3C2=O)c1 ?
ATG4B inh: -2

What do the screens show for `CN(CCC#N)C(=O)COC(=O)c1c2c(nc3ccccc13)/C(=C\c1ccco1)CC2`?
ATG4B inh: -19

How did CC(C)n1c(SCC(=O)N2c3ccccc3Sc3ccccc32)nc2c1c(=O)n(C)c(=O)n2C do in these assays?
ATG4B inh: 5

Results for COC(=O)c1cc2c(n(-c3ccccc3)c1=O)CCCC2=O ?
ATG4B inh: -6

Reprinted at random: two entries already listed, in no set order.
What do the screens show for `COCCNc1nnc(SCC(=O)c2c[nH]c3ccccc23)s1`?
ATG4B inh: 0

Results for Cc1cc(C)cc(OCC(=O)NNC(=O)CN2C(=O)c3ccccc3C2=O)c1 ?
ATG4B inh: -2

Next records follow.
Results for COc1ccc2c(c1)C(CC(=O)NN)CCC2 (stereo not drawn) ?
ATG4B inh: 1

What do the screens show for `C#CCOCCOCCOCCNc1nc(N2CCN(C(=O)[C@H]([C@@H](C)CC)n3cc(CCC(=O)O)nn3)CC2)nc(N2CCN(C(=O)[C@H](CCCCN)n3cc(CCCC)nn3)CC2)n1`?
ATG4B inh: -2

Results for CCOc1ccc(C(=O)NC(=S)Nc2ccc(N3CCC(C)CC3)cc2)cc1[N+](=O)[O-] ?
ATG4B inh: -10

How did O=C(COC(=O)c1cc(Br)ccc1Cl)NC1CC1 do in these assays?
ATG4B inh: -1

Results for CCCNC(=O)Cn1c(=O)/c(=C/c2ccc(-c3ccc([N+](=O)[O-])cc3)o2)s/c1=C\C(=O)C(C)(C)C ?
ATG4B inh: -7

How did CC(C)C[C@@H](CNCC(=O)[C@H](CC(C)C)NC(=O)c1[nH]cnc1C(=O)N[C@H](CN)CC(C)C)NC(=O)c1nc[nH]c1C(=O)N[C@@H](Cc1ccccc1)C(=O)O do in these assays?
ATG4B inh: -9

Results for O=C(O)C1Oc2ccccc2C1c1ccccc1 (stereo not drawn) ?
ATG4B inh: 1

How did COc1cc(NC(=O)COC(=O)C2CC(O)CN2S(=O)(=O)c2ccc(Cl)cc2)c(C)cc1[N+](=O)[O-] (stereo not drawn) do in these assays?
ATG4B inh: -11

What do the screens show for `Cc1ccc(S(=O)(=O)N2CCN(C(=O)CN3CCN(c4ccc(O)cc4)CC3)CC2)cc1`?
ATG4B inh: -2

What do the screens show for `CCOc1ccc2[nH]c(=O)c(CN(CCO)C(c3nnnn3C3CCCCC3)C(C)C)cc2c1` (stereo not drawn)?
ATG4B inh: -4

Bioassay records (PubChem)

These rows are one share of the data; count on the stated rates, not on these rows.
